High-throughput results deposited in PubChem BioAssay by several laboratories.
DDE Tn6 FP inh: inhibitors of Tn6 peptide binding to fibrin DD(E), primary screen, biochemical, fluorescence polarization, human fibrin, Tn6 probe; Fibrinogen beta chain (Homo sapiens), P02675; Fibrin DD(E) TRITC-Tn6 fluorescence polarization displacement; inhibition, % at 8.3 µM; hit rate 0.21% among 370,000;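 active means inhibition above a per-campaign cutoff: mean of compounds within control limits plus 3 SD, cut at about 15% in these data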;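 further: 0% = median of all compound wells on the plate and 100% = blocking peptide control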
FXN GAA850 act: FXN promoter activators, primary screen, cell-based, luciferase luminescence, HEK293 lucGAA850 | activation, % at 6 µM | HEK293 lucGAA850 FXN promoter luciferase reporter, 24 h; percent of 10 µM SAHA response | hit rate 0.56% among 360,000 | AID 540364, 2011;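 active means activation above the average of all compounds screened plus 3 SD, cutoff fixed separately per campaign, cut at about 7.5% in these data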;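 further: 0% = DMSO wells and 100% = 10 µM SAHA wells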
GC-A act: GC-A stimulated cGMP production enhancers – HEK293 GC-A cells, cGMP TR-FRET, EC30 ANP, primary screen. 0% at EC30 ANP, 100% saturating ANP. hit rate 0.14% among 370,000. AID 1671463, 2021. activation, % at 10 µM; in the data active means activation above about 40%
Target sequence (P16066 whole entry, looked up): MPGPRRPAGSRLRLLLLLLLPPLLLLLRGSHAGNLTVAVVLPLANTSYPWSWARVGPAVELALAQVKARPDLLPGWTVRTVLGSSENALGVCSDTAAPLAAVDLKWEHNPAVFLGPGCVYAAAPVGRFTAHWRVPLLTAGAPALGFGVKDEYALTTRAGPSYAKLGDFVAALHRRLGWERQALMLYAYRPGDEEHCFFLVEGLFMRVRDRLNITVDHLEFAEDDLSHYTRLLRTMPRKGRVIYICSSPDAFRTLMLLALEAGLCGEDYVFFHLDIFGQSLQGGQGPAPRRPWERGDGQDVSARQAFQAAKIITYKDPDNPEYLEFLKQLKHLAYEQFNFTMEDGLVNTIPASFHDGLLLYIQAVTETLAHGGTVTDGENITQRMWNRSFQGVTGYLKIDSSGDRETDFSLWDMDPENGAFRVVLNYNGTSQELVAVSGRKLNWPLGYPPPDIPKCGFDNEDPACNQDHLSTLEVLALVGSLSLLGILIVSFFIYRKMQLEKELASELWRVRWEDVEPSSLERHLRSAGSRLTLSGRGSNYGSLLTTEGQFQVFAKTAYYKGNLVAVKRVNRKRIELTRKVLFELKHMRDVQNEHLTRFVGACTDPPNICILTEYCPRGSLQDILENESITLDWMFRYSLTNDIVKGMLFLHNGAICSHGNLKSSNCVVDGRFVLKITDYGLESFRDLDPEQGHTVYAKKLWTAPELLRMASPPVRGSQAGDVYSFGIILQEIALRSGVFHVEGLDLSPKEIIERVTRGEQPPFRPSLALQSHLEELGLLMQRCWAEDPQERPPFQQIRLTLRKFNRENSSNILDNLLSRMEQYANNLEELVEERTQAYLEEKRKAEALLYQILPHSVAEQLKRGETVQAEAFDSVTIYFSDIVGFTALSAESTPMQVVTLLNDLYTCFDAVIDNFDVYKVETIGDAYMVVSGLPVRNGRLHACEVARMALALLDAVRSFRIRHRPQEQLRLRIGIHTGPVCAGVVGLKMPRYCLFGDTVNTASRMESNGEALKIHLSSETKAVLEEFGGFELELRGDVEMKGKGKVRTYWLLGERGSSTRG
rCAG RNA binder: binders of r(CAG) RNA repeats, primary screen, biochemical, fluorescence; r(CAG) RNA repeat, TO-PRO-1 dye displacement fluorescence; inhibition, % at 3 µM; hit rate 1.3% among 370,000;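 active means inhibition above the plate cutoff, the mean of all test compounds on that plate plus 3 SD, cut at about 35% in these data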;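 further: 0% = DMSO alone and 100% = 100 µM mitoxantrone as full dye displacement; higher means more dye released from RNA so lower well fluorescence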
ARFGAP1 inh: inhibitors of rat ARFGAP1 GAP activity, primary screen, biochemical, fluorescence polarization, GDP tracer; ADP-ribosylation factor GTPase-activating protein 1 (Rattus norvegicus), Q62848; AID 651572, 2012; Arfgap1-stimulated ARF1 GTP hydrolysis, GDP FP detection; hit rate 0.26% among 360,000; inhibition, % at 16.5 µM;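 active means inhibition above a per-plate limit, mean inhibition of low control wells plus 3 SD, cut at about 25% in these data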;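 further: 0% = DMSO wells with enzyme and 100% = wells lacking Arfgap1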
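Repeats: one replicate per compound; assay system: rat Arfgap1 catalytic domain, aa 1-136; times: enzyme reaction 120 min at 25 °C after 20 min preincubation; detection: FP of antibody-bound GDP Alexa 633 tracer, ex 620/em 688 nm; benchmarks: high control wells lacking Arfgap1, low control full reaction with DMSO; reagent: human ARF1(Δ1-17)-GTP substrate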
ASAP1 GAP inh: inhibitors of human ASAP1 ArfGAP activity, primary screen, biochemical, fluorescence polarization. Arf-GAP with SH3 domain, ANK repeat and PH domain-containing protein 1 (Homo sapiens), …. ASAP1-stimulated ARF1 GTP hydrolysis, GDP FP detection. inhibition, % at 16.5 µM. hit rate 0.19% among 360,000. AID 624377, 2012; in the data active means inhibition above about 25%;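 further: 0% = vehicle with enzyme and substrate and 100% = no enzyme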
sPLA2-III inh: human group III sPLA2 inhibitors, primary screen, biochemical, QFRET, BODIPY PC-A2 liposome substrate; inhibition, % at 12.2 µM; Group 3 secretory phospholipase A2 (Homo sapiens), Q9NZ20; hit rate 0.56% among 370,000; QFRET BODIPY PC-A2 liposome hydrolysis, fluorescence; AID 743126, 2013;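 active means inhibition above mean plus 3 SD of compounds lying within the high and low control bounds, cut at about 19% in these data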;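 further: 0% = median of test compound wells and 100% = no enzyme DMSO wells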
GC-B act: human GC-B receptor activators, primary screen, HEK293 GC-B cells, cGMP TR-FRET, EC30 CNP; activation, % at 10 µM; hit rate 0.11% among 370,000; Atrial natriuretic peptide receptor 2 (Homo sapiens), P20594; 0% at EC30 CNP, 100% saturating CNP;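 active means activation at 10 µM reaching about 35% in either raw or pattern-adjusted values, limit read from the data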
ADAM10 inh: human ADAM10 inhibitors, primary screen, biochemical, QFRET, HTS; Disintegrin and metalloproteinase domain-containing protein 10 (Homo sapiens), O14672; recombinant ADAM10, EDANS/DABCYL FRET peptide cleavage, 3 h; inhibition, % at 7 µM; hit rate 0.62% among 370,000;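 active means inhibition above a per-campaign cutoff equal to the mean of compounds falling between control-based bounds plus 3 SD, cut at about 20% in these data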;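 further: 0% = DMSO wells while the 100% control is not disclosed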
proKLK7 act: proKLK7 zymogen activators, primary screen, biochemical, fluorescence intensity | purified proKLK7, EDANS-DABCYL substrate fluorescence; 100% is mature enzyme control, 0% vehicle | activation, % at 7 µM | hit rate 0.9% among 370,000 | AID 652039, 2013;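 active means activation above the mean of all tested compounds plus 3 SD, computed per campaign excluding outliers beyond control limits, cut at about 13% in these data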
Active calls of the source: *; nt = no result given.

SMILES	DDE Tn6 FP inh	FXN GAA850 act	GC-A act	rCAG RNA binder	ARFGAP1 inh	ASAP1 GAP inh	sPLA2-III inh	GC-B act	ADAM10 inh	proKLK7 act
O=C(CN(c1cccc([N+](=O)[O-])c1)S(=O)(=O)c1ccccc1)N(Cc1ccccc1)Cc1ccccc1	-2	-1.7	-7	4	2	13	-3	3	-3	0.4
C#CCOCCOCCOCCNc1nc(N2CCN(C(=O)[C@H](CCCCN)n3cc(CN)nn3)CC2)nc(N2CCN(C(=O)[C@H](CCCCN)n3cc([C@@H](N)CC(N)=O)nn3)CC2)n1	-2	2.4	0	8	-5	-9	7	4	-5	0.4
CCOc1ccc(C(=O)NCC(=O)NCC(c2ccccc2OC)N2CCCC2)cc1 (configuration not stated)	-1	-0.2	4	-2	8	3	-4	-4	0	-1.0
Cc1nn(C(C)C(=O)NCc2ccco2)c(=O)c2nn(-c3ccccc3)c(C)c12 (configuration not stated)	-7	-1.5	-4	-4	-7	-4	3	1	-9	-0.2
O=C(Cn1cnc2c(OCc3ccccc3)ncnc21)NCCN1CCOCC1	0	-0.5	3	-1	-12	-1	-1	1	-5	-0.3
Cc1noc(C)c1NC(=O)N(C)C[C@H]1Oc2c(NC(=O)c3ccncc3)cccc2C(=O)N([C@H](C)CO)C[C@@H]1C	-8	-1.0	3	-1	0	8	2	6	-1	0.1
Cc1ccc(S(=O)(=O)NN=C2CCN(Cc3ccccc3)CC2)cc1	4	0.3	0	1	17	5	-4	2	-2	-0.3
CC(=O)c1ccc(NC(=O)c2onc(C)c2Cl)cc1	-4	2.6	-2	-2	9	0	0	-3	0	-0.3
Cc1nnn(C23C[C@@H]4C[C@@H](CC(C(=O)N5CCN(c6ccccc6)CC5)(C4)C2)C3)n1	1	-0.1	-3	-10	2	-10	3	0	7	0.0
Cc1ccc2cc(CCNC(=O)C3CCCCC3)c(=O)[nH]c2c1C	3	3.4	-2	0	-4	-2	6	2	-10	-0.2
O=[N+]([O-])c1ccc(COc2ncnc3ccccc23)cc1	5	-0.3	1	2	-8	-4	-2	-1	0	-0.5
COc1ccc(Cl)cc1C(=O)OCC(=O)N(C)CC(=O)Nc1ccc(F)cc1	1	0.2	0	-2	-8	-20	-10	1	2	0.9
CCCCCCCCC(=O)N1CCN(c2cc3c(cc2F)c(=O)c(C(=O)O)cn3CC)CC1	5	0.5	0	2	-2	-13	1	-4	-18	-1.0
COc1cc2[nH]c3c(=O)n(CCN4CCOCC4)cnc3c2cc1OC	-3	-2.5	-1	-3	4	6	6	2	-150	2.1
O=C(Oc1ccccc1)c1ccc(-n2cnnn2)cc1	3	1.8	3	-2	-12	-2	-2	2	-1	-0.5
CCOc1ccc(C(=O)OCC(=O)N(Cc2ccccc2)Cc2ccccc2)cc1OC	-4	-1.2	2	6	7	-4	3	10	-10	0.4
O=C(N/N=C/c1ccc([N+](=O)[O-])o1)c1cn(-c2ccccc2)nc1-c1ccc(F)cc1	2	nt	-3	28	1	-8	-3	-14	2	-0.7
Cc1cc(=O)cc(C)n1-c1ccc(Cl)cc1	-1	0.7	0	-1	-5	3	6	3	-1	-0.1
CC(C)N1C(=O)CCC1C(=O)NCCc1ccccc1 (configuration not stated)	-1	3.0	-1	-1	-5	-1	0	-2	-7	0.7
NC(=O)/C=C\c1cn(-c2ccccc2)nc1-c1ccc2c(c1)OCCO2	-5	0.8	-5	9	7	9	-27	1	-12	-0.4

In a second layout: 2 of the compounds above
SMILES | DDE Tn6 FP inh | FXN GAA850 act | GC-A act | rCAG RNA binder | ARFGAP1 inh | ASAP1 GAP inh | sPLA2-III inh | GC-B act | ADAM10 inh | proKLK7 act
CC(C)N1C(=O)CCC1C(=O)NCCc1ccccc1 (configuration not stated) | -1 | 3.0 | -1 | -1 | -5 | -1 | 0 | -2 | -7 | 0.7
NC(=O)/C=C\c1cn(-c2ccccc2)nc1-c1ccc2c(c1)OCCO2 | -5 | 0.8 | -5 | 9 | 7 | 9 | -27 | 1 | -12 | -0.4

New compounds follow:
SMILES	DDE Tn6 FP inh	FXN GAA850 act	GC-A act	rCAG RNA binder	ARFGAP1 inh	ASAP1 GAP inh	sPLA2-III inh	GC-B act	ADAM10 inh	proKLK7 act
Cn1cc(NC(=O)Nc2ccc(C(F)(F)F)cc2)c(C(F)(F)F)n1	2	1.3	-5	3	6	12	-2	-3	16	-0.5
COc1ccc(S(=O)(=O)Nc2nnc(C(C)C)s2)cc1	-5	-0.3	0	7	8	6	-11	1	2	-0.5
C#CCOCCOCCOCCNc1nc(N2CCOCC2)nc(N2CCN(C(=O)[C@H](CCCCN)n3cc([C@@H](N)CO)nn3)CC2)n1	-3	0.9	3	-1	5	4	6	0	3	0.1
CN(C)c1nc(N(C)C)nc(N(C)C)n1	-13	-0.2	1	0	-2	0	13	1	-16	0.6
N#Cc1c(C(F)(F)F)cc(-c2ccco2)nc1SCc1ccncc1	-2	3.1	8	6	-2	-7	-1	0	-76	2.2
O=C(CSc1nnc(-c2ccncc2)n1Cc1ccco1)N1c2ccccc2Sc2ccc(Cl)cc21	-2	-3.8	-30	5	-9	-7	8	-30	1	0.0
O=C(NCCCSc1ccccc1)c1cc(Cl)ccc1O	4	0.9	5	6	12	-3	-9	5	-341	-12
COC(=O)c1ccc(NC(=S)N2CCN(Cc3cccc(C)c3)CC2)cc1	0	2.1	-7	2	-12	-3	-13	3	-2	0.4
O=C(c1cccc2ccccc12)C1CCCN(C(=O)CCc2cnccn2)C1 (configuration not stated)	0	2.7	-2	-4	1	2	2	-1	-1	-0.5
CCCNC(=O)C1(C)CCCN(Cc2ccc3ccccc3c2)C1 (configuration not stated)	-1	-0.2	-1	-2	-9	-10	0	-2	0	0.6
CCN1CCN(c2ccc(S(=O)(=O)N3CCOCC3)cc2NC(=O)c2ccc(F)cc2Cl)CC1	-6	-1.3	-2	-3	1	1	4	4	-11	0.2
CC(C)c1ccccc1NC(=O)COc1ccc(C(=O)NCCc2ccccc2)cc1	-3	0.9	-2	2	4	-8	-16	-10	5	0.3
O=C(COc1ccc(Br)cc1CO)Nc1ccccc1	3	3.5	-10	1	11	6	-3	-2	2	-0.8
NC(=O)c1ccccc1OCC(=O)NS(=O)(=O)c1ccccc1	5	0.0	-3	2	13	-1	2	1	-1	-0.9
O=C1CCc2cc(S(=O)(=O)Nc3ccc(C(F)(F)F)cc3)cc3c2N1CC3	-6	-0.8	-2	5	-1	6	-11	2	5	-0.1
O=C(CSc1n[nH]c(-c2ccco2)n1)Nc1ccccc1	0	1.3	-4	5	-6	-3	-8	-6	-3	0.0
O=C(CN1C(=O)NC(CCc2ccccc2)C1=O)N1CCCCCC1 (configuration not stated)	-12	-0.9	1	-2	-1	17	9	4	-17	-0.5
CCOC(=O)C1CCCN(C(=O)c2cccc(S(=O)(=O)N3CCOCC3)c2)C1 (configuration not stated)	7	1.3	-1	-4	2	12	0	4	1	-0.3
CCCCN(C(=O)c1cc(S(=O)(=O)N2CCCCC2)ccc1Cl)c1c(N)n(CCC)c(=O)[nH]c1=O	-1	-1.1	1	1	14	-9	-6	3	3	0.1
COc1cccc(C(=O)N(C)C(C)c2nc3ccccc3s2)c1 (configuration not stated)	1	1.8	-10	-1	1	6	4	0	2	-0.4
Cc1ccc(Cl)cc1NC(=O)C(=O)N1CCCCC1	7	2.6	4	-1	18	-4	2	2	-2	0.0
COCCNC(=S)Nc1ccc(N2CCOCC2)c(S(=O)(=O)Nc2ccc(Cl)cc2)c1	9	-0.6	10	7	-8	12	9	10	2	0.3
O=C(CSc1nnc(-c2ccccn2)n1Cc1ccccc1)N1CCOCC1	0	3.8	4	-4	9	-20	1	1	10	0.0
Cc1ccc(S(=O)(=O)NC(=O)NCc2ccc(F)cc2)cc1	-2	1.6	0	-1	-15	-4	-1	5	2	0.8
O=C(c1ccco1)N1N=C(c2ccncc2)CC1(O)C(F)(F)F (configuration not stated)	-1	2.8	2	-2	6	1	1	0	-5	1.0
O=C(COC(=O)Cc1ccc(F)cc1)NCc1ccco1	7	4.5	7	4	0	7	5	1	5	0.3
O=S1(=O)CC2N=C(N(Cc3ccc(F)cc3Cl)c3ccccc3F)SC2C1 (configuration not stated)	-4	0.7	-12	1	14	-3	-1	-3	6	-0.4
COc1ccc(OC)c(NS(=O)(=O)c2ccc(NC(C)=O)cc2)c1	16*	-1.4	1	-1	-16	2	0	0	-2	-0.1
O=C(O)CC(NC(=O)CCC1CCCCC1)c1cc([N+](=O)[O-])ccc1Cl (configuration not stated)	6	1.3	-5	0	0	2	3	3	6	-0.4
COc1cccc(C(=O)N2CCOCC2)c1	-5	0.1	1	0	5	20	7	1	7	-0.1
CNC(=O)c1ccsc1NC(=O)c1sc2ccccc2c1Cl	0	4.2	19	34	-7	7	-5	-11	-42	-77
CCOC(=O)CSc1nnc(-c2cccnc2)n1C	5	0.3	-4	0	6	6	3	1	-5	0.4
O=C(CC1SC(=NCC2CCCO2)NC1=O)Nc1cc([N+](=O)[O-])ccc1Cl (configuration not stated)	0	-1.4	-2	2	-5	7	-3	2	-1	-0.5
C#CCOCCOCCOCCNc1nc(N2CCN(C(=O)C([C@@H](C)CC)n3cc(C(N)COC(=O)C(F)(F)F)nn3)CC2)nc(N2CCN(C(=O)[C@H](Cc3ccc(O)cc3)n3cc(C(N)[C@H](C)CC)nn3)CC2)n1 (some centres not stated)	10	nt	0	-7	2	-3	-8	1	2	-0.1
COc1cccc(CN(C)C(=O)c2cccc(S(=O)(=O)N3CCN(Cc4ccccc4)CC3)c2)c1OC	0	-3.2	-3	-3	6	-16	1	-1	-3	0.7
COCCCNC(=S)N1CCN(c2nc(-c3ccc(F)cc3)cs2)CC1	0	1.2	6	-3	18	21	3	-7	8	-1.1
CCOc1ncccc1C(=O)Nc1cc(C(F)(F)F)ccc1N1CCOCC1	4	0.4	-3	1	-7	0	5	3	-7	0.6
CC1(c2cccc3ccccc23)OC(=O)c2ccccc21 (configuration not stated)	-3	-6.5	-3	5	-6	3	12	-5	-5	-0.1
Cc1ccnc(Nc2nc(-c3ccccc3)cs2)c1	-8	4.5	6	0	14	5	4	-1	12	0.4
CC1CCCCC12NC(=O)N(CC(=O)c1ccc[nH]1)C2=O (configuration not stated)	-10	1.5	-2	24	-3	-9	2	-1	-17	-1.0
CCCCCN(C(=O)CCc1cn(CCCCC)c2ccccc12)c1ccc(Oc2cccnc2)cc1	-6	nt	-5	5	-7	6	-11	-8	-2	0.4

Not a hit list (roughly 4.5% active in at least one column).
